HIV fusion peptide = inhibitors of HIV fusion peptide binding, primary screen, biochemical, uHTS, fluorescence dequenching (AID 1986); cell-free peptide binding, fluorescence dequenching, 30 min; higher % means a stronger effect; inhibition, % at 20 µM; hits with a dose series show IC50 in µM; 290,000 compounds, 0.3% hits; in the data active means inhibition mostly above about 52%, no sharp cut-off; inactive means mostly below about 76%; further: some results filed as inactive read as strong as hits
KOR beta-arrestin-1 = KOR agonists, beta-arrestin recruitment, primary screen, cell-based, luminescence, uHTS (AID 1777); Kappa-type opioid receptor (Homo sapiens); KOR beta-arrestin recruitment, luminescence; higher % means a stronger effect; one-dose activation, % at 10 µM; EC50 in µM for titrated hits; 280,000 compounds, 0.02% hits; in the data active means activation above about 50%, passing the limit was not always enough; further: a part of the inactive calls stands beside numbers as strong as those of hits
NOD1 inhibition = NOD1 signaling inhibitors, primary screen, cell-based, luminescence, uHTS (AID 1578) | NOD1-driven NF-kB luciferase reporter cells, luminescence; higher % means a stronger effect | inhibition, % at 4 µM, or EC50 in µM where a hit was titrated | 290,000 compounds, 1% hits; in the data active means inhibition mostly above about 36%, no sharp cut-off; inactive means mostly below about 34%;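 further: HEK-293T reporter cells stimulated with the NOD1 agonist gamma-tri-DAP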
GPR55 activation = GPR55 agonists via beta-arrestin recruitment, primary screen, imaging, U2OS cells, beta-arrestin-GFP redistribution (AID 1961) | G-protein coupled receptor 55 (Homo sapiens) | U2OS GPR55 beta-arrestin-GFP redistribution imaging; higher % means a stronger effect | one-dose activation, % at 10 µM; EC50 in µM for titrated hits | 290,000 compounds, 0.048% hits;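 active means activation above 40% with more than 50 cells counted in the well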;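 further: U2OS osteosarcoma cells stably expressing GPR55 and beta-arrestin-GFP; plate controls were DMSO negative control for no effect and LPI positive control for full effect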
GPR35 arrestin U2OS = GPR35 antagonists blocking zaprinast-driven arrestin recruitment, primary screen, imaging, U2OS, beta-arrestin-GFP, zaprinast agonist (AID 2058); G-protein coupled receptor 35 (Homo sapiens); U2OS GPR35 beta-arrestin-GFP translocation imaging, zaprinast antagonism; higher % means a stronger effect; one-dose inhibition, % at 10 µM; IC50 in µM for titrated hits; 290,000 compounds, 0.052% hits;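 active means inhibition of at least 50% with at least 30 cells and total cytoplasm GFP at most 10,000,000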
GPR55 antagonists = GPR55 antagonists blocking LPI-driven arrestin recruitment, primary screen, imaging, U2OS, beta-arrestin-GFP, LPI agonist (AID 2013) | inhibition, % at 10 µM; hits with a dose series show IC50 in µM | 290,000 compounds, 0.13% hits | U2OS GPR55 beta-arrestin-GFP translocation imaging, LPI antagonism; higher % means a stronger effect | G-protein coupled receptor 55 (Homo sapiens);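 active means spots per cell inhibited over 60%, with over 100 cells counted and total cytoplasm intensity under 500,000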;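 further: U2OS cells stably carrying GPR55 and arrestin-GFP stimulated by 5 µM LPI near EC80; imaged beta-arrestin-GFP aggregate spots per cell after agonist stimulation; plate controls were LPI-stimulated DMSO wells for no effect and DMSO wells without LPI for full effect; some results filed as inactive read as strong as hits; confirmed hits need IC50 under 10 µM and bright autofluorescent wells are also inconclusive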
KOR beta-arrestin-2 = KOR antagonists, beta-arrestin recruitment, cell-based, luminescence, uHTS (AID 1778); 290,000 compounds, 0.091% hits; inhibition, % at 10 µM, or IC50 in µM where a hit was titrated; Kappa-type opioid receptor (Homo sapiens); KOR beta-arrestin recruitment, luminescence, antagonist mode; higher % means a stronger effect; in the data active means inhibition above about 50%; further: strong numbers were not always called active
West Nile virus CPE = West Nile virus antiviral activity, cell-based, CPE readout (AID 1621). West Nile virus-infected cells, CPE inhibition; higher % means a stronger effect. CPE inhibition, % at 10 µM; hits with a dose series show IC50 in µM. 290,000 compounds, 0.02% hits; in the data active means a potency from the dose series; further: strong numbers were not always called active
NS5 inhibitors = Dengue-2 NS5 methyltransferase inhibitors, primary screen, biochemical, confirmation dose response (AID 588689) | Genome polyprotein (Dengue virus type 2 (strain 16681-PDK53)) | Dengue-2 NS5 methyltransferase capping enzyme assay, biochemical; higher % means a stronger effect | one-dose inhibition, % at 25 µM; IC50 in µM for titrated hits | 340,000 compounds, 0.3% hits; in the data active means a potency from the dose series
NS5 inhibitors pilot replicate = second read-out of NS5 inhibitors, no call of its own (marks repeat the call); inhibition, %; measured here: pilot screen replicate inhibition
Numbers without * were called inactive; nt = no result given; [ ] = dose if it differs, or a comment. The list is partial; count on the stated rates, not on these rows.

SMILES | HIV fusion peptide | KOR beta-arrestin-1 | NOD1 inhibition | GPR55 activation | GPR35 arrestin U2OS | GPR55 antagonists | KOR beta-arrestin-2 | West Nile virus CPE | NS5 inhibitors | others
C=CCc1cccc(CNc2c(C)cc(C)cc2C)c1O | -1.9% | 4.0% | -34% | -0.2% | -7% | 0% | -12% | 0.4% | -9%
CC(C)c1nc(N2CCOCC2)c(C#N)c2c1COC(C)(C)C2 | 0.1% | 11% | -20% | 0.2% | 4% | 5% | 46% | 1.8% | -4%
CCN(Cc1ccccc1)C(=O)Cn1cnc2c1c(=O)n(C)c(=O)n2C | -1.6% | nt | 8% | 0.2% | 14% | -2% | nt | -0.2% | -11%
COc1cc(CNCc2ccc(OC)cc2OC)cc(OC)c1 | -1.0% | 7.3% | 80%* | -0.2% | 38% | 8% | -3%[20 µM] | -0.8% | 0%
Cc1c(Nc2c3ccccc3nc3ccccc23)c(=O)n(-c2ccccc2)n1C | 0.8% | -1.1% | nt | -0.2% | 9% | -4% | 18% | -0.7% | -2%
COc1ccc2cc(CN(CC3CCCO3)C(=O)Nc3ccccc3OC)c(=O)[nH]c2c1 (centres undefined) | 2.2% | 4.5% | -15% | -0.2% | 15% | -17% | -24% | -1.1% | -13%
O=C1OCCC1Sc1nnnn1-c1ccccc1 (centres undefined) | 0.0% | 4.4% | 13% | -0.1% | -2% | 0% | -41% | 1.3% | 12%
CC(C)(C)c1ccc(NC(=O)Nc2ccc3ccccc3n2)cc1 | 1.0% | 1.2% | 7% | 0.2% | 0% | 11% | -17% | -0.1% | 5%
O=Cc1c(Cl)[nH]c(=O)n1-c1ccccc1 | -1.5% | -3.4% | -25% | 1.5% | -6% | -4% | -28% | 0.3% | nt
Nc1ccc(S(=O)(=O)c2ccccc2)nc1 | 1.8% | 0.6% | -1% | 0.0% | -9% | -28% | 5% | -0.4% | -4%
O=C(c1cccc(F)c1)N1CCCc2ccccc21 | -0.8% | -2.1% | -15% | -0.1% | -17% | -15% | 28%[20 µM] | 0.0% | 0%
COc1ccc(NCC(=O)Nc2ccccc2C#N)cc1Cl | 0.4% | 3.2% | -8% | 0.3% | -12% | 22% | -28% | -0.4% | 9% | NS5 inhibitors pilot replicate=0.3
CC(C)NC(=S)N1CCCN(c2ncccc2[N+](=O)[O-])CC1 | -1.4% | -6.6% | -6% | 0.0% | -1% | 12% | 8% | -0.6% | -3%
CC(=O)Nc1ccc(-c2csc(Nc3ccccn3)n2)cc1 | -1.5% | -1.0% | -3% | 1.8% | -3% | 6% | 10% | 0.4% | -9%
COc1ccc(C2(C(=O)N3CCOCC3)CCOCC2)cc1OC | -0.3% | -4.3% | 11% | -1.0% | 3% | 2% | -16% | 0.0% | -2%
Cc1c(C=O)c2cc(OCc3ccccc3)ccc2n1C | 1.0% | -0.4% | -47% | 0.5% | -1% | 12% | -2% | 1.8% | -8%
COc1cccc(CN(C)CC(=O)Nc2sc3c(c2C#N)CCC3)c1OC | 2.3% | 0.8% | -19% | 0.2% | 18% | -2% | -25% | -1.9% | -9%
COc1ccc(C(c2oc(CO)cc(=O)c2O)c2oc(CO)cc(=O)c2O)cc1OC | 2.9% | 3.8% | -16% | 0.7% | 0% | 14% | -10% | 0.2% | -4%
CC(NC(=O)COc1ccc(/C=N/NS(=O)(=O)c2ccccc2)cc1)c1ccccc1 (centres undefined) | 0.2% | -1.6% | 0% | -0.3% | 24% | 28% | -5% | 0.7% | 3%
COc1ccc(CC(=O)NCc2nnc(SCc3ccc([N+](=O)[O-])cc3)n2C)cc1 | -1.0% | -5.2% | -35% | 0.2% | 2% | -4% | -7%[20 µM] | -0.8% | 6%

No new results follow: 3 of the compounds above.
SMILES | HIV fusion peptide | KOR beta-arrestin-1 | NOD1 inhibition | GPR55 activation | GPR35 arrestin U2OS | GPR55 antagonists | KOR beta-arrestin-2 | West Nile virus CPE | NS5 inhibitors | others
O=Cc1c(Cl)[nH]c(=O)n1-c1ccccc1 | -1.5% | -3.4% | -25% | 1.5% | -6% | -4% | -28% | 0.3% | nt
Nc1ccc(S(=O)(=O)c2ccccc2)nc1 | 1.8% | 0.6% | -1% | 0.0% | -9% | -28% | 5% | -0.4% | -4%
O=C(c1cccc(F)c1)N1CCCc2ccccc21 | -0.8% | -2.1% | -15% | -0.1% | -17% | -15% | 28%[20 µM] | 0.0% | 0%

Later entries.
SMILES | HIV fusion peptide | KOR beta-arrestin-1 | NOD1 inhibition | GPR55 activation | GPR35 arrestin U2OS | GPR55 antagonists | KOR beta-arrestin-2 | West Nile virus CPE | NS5 inhibitors | others
CC1=NN(c2ccc(C)cc2C)C(=O)C1C(c1ccccc1O)C1C(=O)N(c2ccc(C)cc2C)N=C1C (centres undefined) | 3.7% | 4.0% | -34% | 0.0% | -16% | 1% | -18% | -0.3% | 16%
CCOC(=O)c1sc(=S)n(-c2cccc(C(F)(F)F)c2)c1SC | -0.2% | 1.0% | 9% | 0.0% | 4% | -4% | -21% | -0.4% | -8%
NC(=O)c1ccccc1NC(=O)/C=C/c1cccc(Cl)c1 | 3.3% | 0.6% | -12% | -0.1% | 7% | 12% | 3% | -1.3% | -3% | NS5 inhibitors pilot replicate=0.0
COc1ccc(/C=C/c2nc(C)c(-c3ccccc3)c(=O)[nH]2)cc1OC | -1.1% | -0.7% | -34% | -0.5% | -6% | 7% | 25% | -0.1% | -5%
O=C(Nc1nc2c(s1)CCCC2)C1COc2ccccc2O1 (centres undefined) | -0.5% | 0.6% | -34% | -0.1% | -2% | 4% | -42% | 0.2% | -2%
OCCN1CCN(CC#CCn2c3ccccc3c3ccccc32)CC1 | -6.3% | 9.3% | 1% | -0.2% | 10% | 14% | -33% | 0.5% | 2%
COc1ccc(CN2CCCCC2C(=O)Nc2ccc(OC)c(OCC(C)C)c2)cc1OC (centres undefined) | 2.9% | 8.6% | -23% | -0.3% | 5% | -3% | -7% | -1.1% | -3%
COc1ccc(/C=C(\NC(=O)c2cccs2)C(=O)NC(C)(C)C)cc1OC | -0.4% | -1.9% | 3% | 0.0% | 4% | 5% | 7% | -0.4% | 3%
COc1ccc(Nc2ncc(C(=O)O)c3ccccc23)cc1 | 1.1% | 5.0% | -22% | -0.1% | 6% | -2% | 11% | 0.0% | -1%
COc1ccc(C(=O)OCCN2CCOCC2)cc1OC | 0.3% | -2.5% | 11% | 0.2% | 9% | 10% | 22% | 0.3% | -4%
COc1ccc2[nH]c(=O)c(CN(Cc3cccs3)S(=O)(=O)c3c(C)ccc4nsnc34)cc2c1 | -0.6% | -3.9% | 31% | -0.2% | -16% | 40% | -38% | 2.0% | -1%
O=C(Cn1ccc2ccccc2c1=O)NCC(=O)N1CCCCC1 | -0.5% | 4.0% | -16% | -0.1% | -5% | -4% | -20% | -0.2% | -7%
CCN(CC(=O)NCc1ccc(F)cc1)C(=O)/C=C/c1ccc(OC)c(S(=O)(=O)NC(C)C)c1 | 0.9% | -0.9% | 0% | 0.4% | -6% | 3% | -79% | -0.8% | -8%
Cn1cc(CN2CCCCC2c2ccccn2)c(-c2ccc3c(c2)OCCO3)n1 (centres undefined) | 1.7% | nt | -27% | -0.1% | 10% | 8% | -21%[20 µM] | -0.2% | -4%
O=C(Nc1cc(C(F)(F)F)ccc1N1CCOCC1)c1ccc[n+]([O-])c1 | -2.0% | 0.0% | -17% | -0.1% | -11% | 19% | -28% | 0.1% | 3%
COc1ccccc1NC(=O)C1CCN(C(=O)C2CC(=O)N(c3ccc(C)cc3)C2)CC1 (centres undefined) | 1.0% | -1.8% | -26% | 1.8% | -5% | 0% | 32% | -0.4% | -4%
Cn1c(=O)[nH]c(=O)c2c1nc(N1CCCCC1)n2C/C=N/NC(=O)c1cc(Br)ccc1O | 5.7% | -0.8% | 3% | -0.2% | -6% | 11% | 7% | 0.4% | -14%
N#CC1(NC(=O)CN2CCc3ccccc3C2)CCCC1 | 1.1% | 2.7% | -25% | 0.5% | -1% | -2% | -8% | -0.8% | 2%
COC(=O)c1sccc1NC(=O)c1ccc(OC)c([N+](=O)[O-])c1 | -1.1% | 21% | -14% | -0.1% | -18% | -9% | -478%[20 µM] | 0.2% | 1%
COc1ccc(-c2cc(C(F)(F)F)nc(SCC(=O)N3CC(C)OC(C)C3)n2)cc1OC (centres undefined) | 0.8% | -0.5% | -24% | -0.1% | -3% | -8% | 22% | -0.1% | 4%
Cn1cc(Cl)c(-c2n[nH]c(=S)n2-c2ccc(F)cc2)n1 | -2.0% | 12% | -24% | -0.4% | 3% | 13% | 20% | 0.3% | -4%
Cc1ccc(-n2nc3c(=O)n(CCCC(=O)NCc4cccc(F)c4)nc(C)c3c2C)cc1 | -0.9% | -5.9% | -8% | 0.3% | -15% | 3% | -18% | -0.6% | 7%
O=C(COc1ccc2c3c(c(=O)oc2c1)CCC3)NCc1cccnc1 | -0.8% | 1.2% | -18% | -0.2% | 7% | 22% | 23% | -1.1% | -2%
Cc1ccc2c(c1)C1(OCCO1)C(=O)N2 | -0.4% | -2.1% | -19% | 0.3% | 6% | 1% | 18% | -0.2% | 3%
COCCN1CC(C(=O)NCc2ncccc2C)CCC1=O (centres undefined) | -0.8% | 2.1% | -19% | -0.1% | -4% | 6% | 7% | 0.1% | -3%
COc1nc(N(C)C)nc(-n2nnc(C(C)=O)c2C)n1 | 0.5% | -1.9% | -2% | -0.1% | 4% | 5% | 33% | 0.5% | -5%
Cc1ccccc1N(CC(=O)NCC1CCCO1)C(=O)CCC(=O)Nc1nccs1 (centres undefined) | -0.1% | 2.8% | -20% | 0.1% | -3% | 10% | -16% | 0.2% | -7%
CC(=O)Nc1ccc(S(=O)(=O)NC(C)C(=O)NC(C)c2ccccc2)cc1 (centres undefined) | 1.3% | -4.0% | -25% | -0.3% | -1% | 7% | 17% | 0.5% | -1%
CCOC(=O)c1ccc(NC(=O)NCCN2CCCCC2)cc1 | -1.0% | -0.1% | -3% | 1.6% | -6% | 3% | -11% | -1.1% | -2%
Cc1cc(C)c(C)c(S(=O)(=O)N2CCCCC2C(=O)O)c1C (centres undefined) | 3.3% | 6.7% | 0% | -0.3% | -10% | 0% | -27% | -0.3% | 7%
COc1ccc(C(O)P(=O)(OC(C)C)OC(C)C)c(OC)c1 (centres undefined) | 1.1% | 1.1% | -13% | 0.5% | 11% | 6% | 8% | -0.3% | 5%
O=C(CSc1cccc[n+]1[O-])Nc1c(Br)cc([N+](=O)[O-])cc1Br | 1.4% | 1.0% | -18% | -0.3% | -11% | 6% | -2% | 0.2% | -2%
Cc1[nH]c2ccccc2c1C(=O)NS(=O)(=O)Nc1ccccc1 | 0.4% | 2.4% | -20% | 0.3% | -3% | 14% | 1% | -0.2% | -5%
CCCc1cc(C(=O)Nc2sc3c(c2C#N)CCC3)no1 | 5.2% | -1.6% | -10% | 0.2% | 8% | 0% | -5% | nt | -1%

Screens from PubChem.
